# Compound activity: PubChem, National Center for Advancing Translational Sciences (NCATS)
# D2 potentiator = HTS Assay for Positive Allosteric Modulators of the Human D2 Dopamine Receptor: Primary Screen for Potentiators; 0.34% of 340,000 active; potentiation, % at 10 µM; HEK293 T-REx D2, calcium flux, EC20 dopamine potentiation;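 active = potentiation over 3 SD above the plate norm, cut at about 30% in these data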; also: 0% is about no effect
# Target sequence (P14416 whole entry, looked up): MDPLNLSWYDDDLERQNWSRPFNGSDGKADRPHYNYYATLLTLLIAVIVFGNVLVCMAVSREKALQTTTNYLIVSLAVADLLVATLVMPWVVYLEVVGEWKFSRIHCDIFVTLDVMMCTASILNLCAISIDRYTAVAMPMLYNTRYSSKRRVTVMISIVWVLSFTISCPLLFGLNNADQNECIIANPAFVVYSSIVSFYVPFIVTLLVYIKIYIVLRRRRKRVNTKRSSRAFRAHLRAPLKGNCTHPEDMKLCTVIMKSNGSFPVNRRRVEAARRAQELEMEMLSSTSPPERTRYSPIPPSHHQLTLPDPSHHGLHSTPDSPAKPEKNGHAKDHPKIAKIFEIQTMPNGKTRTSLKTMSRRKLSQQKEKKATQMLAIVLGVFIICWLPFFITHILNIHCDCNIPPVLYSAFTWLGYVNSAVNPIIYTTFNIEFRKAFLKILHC
#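 Primary screen. Calcium kinetics in induced HEK293 T-REx D2 cells: compound pre-addition 180 s, EC20 dopamine, 180 s more.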
# D1 antagonist = Antagonist of Human D 1 Dopamine Receptor: qHTS | AID 504652, 2011 | D(1A) dopamine receptor (Homo sapiens), P21728 | 3.2% of 360,000 active | activity change, negative = inhibition, % at 10 µM | HEK293 TREx D1 cells, calcium flux, dopamine EC80; stronger effect = lower value; in the data active = activity change below about -30%; also: % is scaled to controls: 0 for no effect and ±100 for the full control effect
#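 Calcium flux readout: force-coupled, inducible Hek293 Trex D1 line, cells induced overnight at 30 C with tetracycline, dye-loaded 30–90 min at RT. Antagonism scored against EC80 dopamine challenge given 180 s after compound.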
# RXFP1 antagonist = qHTS Assay for Antagonists of the Relaxin Receptor RXFP1; Relaxin receptor 1 (Homo sapiens), Q9HBX9; HEK293-RXFP1, relaxin-stimulated cAMP HTRF, 30 min; stronger effect = lower value; activity change, negative = inhibition, % at 57.5 µM; 0.59% of 350,000 active; AID 1259400, 2018;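 active = activity change of -60% or lower, but not beyond a set lower limit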; also: % is scaled to controls: 0 for no effect and ±100 for the full control effect
# D2 agonist = HTS Assay for Allosteric Agonists of the Human D2 Dopamine Receptor: Primary Screen for Agonists; 0.53% of 340,000 active; HEK293 T-REx D2 cells, calcium flux agonist mode; activation, % at 2 µM; D(2) dopamine receptor (Homo sapiens), P14416;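 active = activation over 3 SD above normal in the single-dose calcium agonist read, cut at about 30% in these data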; also: 0% is about no effect
#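 Agonism scored from kinetic calcium signal (1 read/sec, 180 s) following compound pin transfer, after a 10 s baseline. Cells: HEK293 Trex line expressing inducible D2 receptor coupled to calcium, dye-loaded after overnight culture at 30 C.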
# D1 agonist = Allosteric Agonists of the Human D1 Dopamine Receptor: qHTS. activation, % at 2 µM. AID 504660, 2011. 1% of 360,000 active. HEK293 T-REx D1 cells, calcium flux, agonist mode; also: 0% is about no effect
#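 Inducible HEK293 T-REx D1 cells, force-coupled to calcium signalling, were plated at 4000 cells/well with tetracycline and held overnight at 30 C. After no-wash calcium dye loading, compound-evoked calcium rise over 180 s flagged agonists.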
# TRHR enhancer = qHTS for Small Molecule Agonists and Allosteric Enhancers of Human TRH Receptor: Primary Screen for Enhancers; Thyrotropin-releasing hormone receptor (Homo sapiens), P34981; TRHR cells, fluo-8 calcium fluorescence, EC20 TRH enhancement; enhancement, % at 2 µM; 0.66% of 360,000 active; AID 493056, 2011; in the data active = enhancement above about 30%; also: 0% is about no effect
# Target sequence (P34981 whole entry, looked up): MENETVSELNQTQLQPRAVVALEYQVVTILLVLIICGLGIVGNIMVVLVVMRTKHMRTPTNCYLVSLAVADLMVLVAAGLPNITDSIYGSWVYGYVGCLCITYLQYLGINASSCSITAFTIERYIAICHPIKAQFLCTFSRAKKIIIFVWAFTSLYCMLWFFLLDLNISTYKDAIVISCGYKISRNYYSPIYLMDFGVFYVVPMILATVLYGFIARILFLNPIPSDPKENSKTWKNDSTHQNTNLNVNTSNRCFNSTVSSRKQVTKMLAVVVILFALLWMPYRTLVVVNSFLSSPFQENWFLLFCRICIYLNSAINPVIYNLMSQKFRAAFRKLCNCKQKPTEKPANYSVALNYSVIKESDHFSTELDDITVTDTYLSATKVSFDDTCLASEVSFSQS
#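 Enhancer read-out: after compound pinning and an initial kinetic agonist-mode read, an EC20 of TRH (10 nM final) was injected and fluo-8 calcium signal (Ex 480/Em 530) followed at 1 s/cycle for 100 cycles in TRHR-expressing cells.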
# TRHR agonist = qHTS for Small Molecule Agonists and Allosteric Enhancers of Human TRH Receptor: Primary Screen for Agonists. Thyrotropin-releasing hormone receptor (Homo sapiens), P34981. TRHR cells, calcium flux fluo-8, FDSS agonist mode. activation, % at 2 µM. 0.18% of 360,000 active. AID 493084, 2011; also: 0% is about no effect
#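 TRHR-expressing cells loaded with fluo-8 calcium dye; 23 nL library compound pin-transferred, kinetic FDSS fluorescence (Ex 480/Em 530) recorded about 180 s for agonist-induced calcium release, before a 10 nM TRH EC20 addition for potentiator mode.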
# D1 potentiator = Potentiators of Human D1 Dopamine Receptor: qHTS; 0.036% of 360,000 active; potentiation, % at 10 µM; HEK293 TREx D1 cells, calcium flux, dopamine EC20 potentiation; AID 504651, 2011; D(1A) dopamine receptor (Homo sapiens), P21728; in the data active = potentiation above about 30%; also: 0% is about no effect
# D2 antag = HTS Assay for Allosteric Antagonists of the Human D2 Dopamine Receptor: Primary Screen for Antagonists; HEK293 TREx D2 cells, calcium flux, dopamine EC80; inhibition, % at 10 µM; 2% of 340,000 active; AID 485344, 2010; in the data active = inhibition above about 30%; also: 0% is about no effect
#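 Measurement of antagonist activity uses fluorescent calcium dye in inducible HEK293 T-REx D2 cells: 10 s baseline, compound addition with 180 s read, EC80 dopamine addition with a further 180 s read.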
# * hit, by the source's call; . = no result given. Rule as the data show it, unless noted: active = activation above about 30%; inactive = the rest.
SMILES,D2 potentiator,D1 antagonist,RXFP1 antagonist,D2 agonist,D1 agonist,TRHR enhancer,TRHR agonist,D1 potentiator,D2 antag
Cc1ccc2c(c1)-c1onc(C(=O)N3CCN(c4ccc(Cl)cc4)CC3)c1CO2,2,5,.,1.0,-1,1,-0.1,1,.
COc1ccc(-c2nc(SCC(=O)Nc3ccc4c(c3)OCCO4)c(-c3ccc(F)cc3)[nH]2)cc1,-14,6,-20,-0.6,2,-2,-0.9,-1,.
COC(=O)C1=CN(C2CC2)C=C(C(=O)OC)C1c1ccc(C(F)(F)F)cc1,9,-22,-10,-1.6,0,-7,-0.3,-4,13
CCCCC1=CC2=CC(=O)C(C)(OC(=O)CC)C(=O)C2=CN1C1CCCC1 (stereo not drawn),0,-3,.,-0.3,2,-2,-0.1,-2,-21
Cc1ccc(-c2nn(-c3ccccc3)cc2C(=O)NN2CCN(C)CC2)cc1,-2,2,-7,2.6,7,-6,0.3,-1,5
O=C(c1ccc2c(c1)N(Cc1ccccc1F)C(=O)c1ccccc1S2(=O)=O)N1CCOCC1,4,-9,.,0.1,0,16,-0.4,3,.
CCS(=O)(=O)c1ccc2oc(SCC(=O)NCCc3ccc(OC)cc3)nc2c1,1,-8,-1,0.7,2,6,1.5,-2,21
NC(=O)C1CCN(C(=O)c2cccc(S(=O)(=O)N3CCc4ccccc4C3)c2)CC1,7,2,-10,0.2,-4,1,-0.3,-4,3
COc1ccc(CSCC(=O)N/N=C/c2ccccc2O)cc1,7,0,4,0.6,4,1,0.0,1,3
O=C(c1ccco1)[C@@H]1[C@@H]2C(=O)N(c3ccc(Br)cc3)C(=O)[C@@H]2C2c3ccccc3C=CN21 (stereo partly drawn),9,-18,-5,0.7,10,-2,1.9,-4,-21
CCOc1ccc2nc(SCC(=O)c3cccs3)sc2c1,-5,-22,-25,-0.2,9,1,0.5,-8,5
Cc1ccc2c(C)c(C(=O)Nc3c(C)n(C)n(-c4ccccc4)c3=O)oc2c1,6,-3,-1,0.0,1,-4,-1.9,-2,-15
O=C(NCc1nnc(SCC(=O)N2CCCC2)o1)c1c(F)cccc1Cl,0,-9,5,-0.8,-3,-8,0.3,0,-18
CSc1nn2cc(CCN3CCOCC3)c(-c3ccc(F)cc3)nc2c1C#N,-4,-22,-14,-0.6,1,6,0.1,1,-9
CC(C)Oc1ccc(C(=O)NCCc2csc(-c3cccc(F)c3)n2)cc1,3,-14,-20,0.4,11,2,0.0,-2,.
CC(=O)Oc1c2occc2cc2ccc(=O)oc12,7,18,-20,0.6,1,-7,-0.5,-6,-6
CC(=O)OC[C@H]1O[C@@H](O/N=C(\C)CCN2CCCCc3nc(C)c(C)cc32)[C@H](OC(C)=O)[C@@H](OC(C)=O)[C@@H]1OC(C)=O,-2,18,.,-2.4,3,-5,-0.1,-2,6
Cc1cc2occ(CC(=O)NC3(C)CCS(=O)(=O)C3)c2cc1C (stereo not drawn),-8,6,-3,-0.1,2,-1,0.1,2,0
O=C(COc1c(Cl)cccc1Cl)NN1C(=O)CSC1=S,-9,1,1,0.0,2,0,0.8,6,10
CCOc1ccc(-c2nc(CSCC(=O)NCC3CCCO3)c(C)o2)cc1 (stereo not drawn),-9,-7,-3,-0.2,0,4,-0.8,-3,13
CCOC(=O)CNC(=O)Nc1cc(C(C)(C)C)nn1-c1ccccc1,-5,4,1,0.4,2,-5,0.0,-4,3
CCC(c1nnnn1Cc1ccc(OC)cc1)N1CCN(c2ccc(OC)cc2)CC1 (stereo not drawn),-3,-9,14,0.0,1,5,0.4,-3,-19
COc1ccc(Nc2cc(C)c3cc(NC(=O)Cc4ccc(Cl)cc4)ccc3n2)cc1,1,-20,.,.,2,15,0.3,3,.
O=C(Nc1ccc(Cl)c(Cl)c1)OCc1cccnc1,-19,-14,-3,2.1,5,-4,-1.4,-4,9
C=CCC(CC=C)(C(N)=O)c1ccccc1,.,2,3,.,1,0,0.2,-1,.
Cc1cc(=O)oc2cc(OC(C)C(=O)Nc3ccc(C(N)=O)cc3)ccc12 (stereo not drawn),0,0,9,0.1,2,1,0.1,-5,13
O=C(Cn1c(=O)oc2cc(S(=O)(=O)NCc3ccccc3)ccc21)N1CCCC1,-1,3,-7,-0.2,2,-3,0.0,-1,0
CC(=O)c1ccc(S(=O)(=O)N2CCN(C(=O)/C=C/c3ccc4ccccc4n3)CC2)cc1,12,-10,3,0.5,1,11,-0.5,-4,-13
O=C(Cn1c2[n+](c3ccc(C(F)(F)F)cc31)CCCCC2)Nc1ccccc1,-5,-8,-3,-1.6,3,-4,-0.1,15,-4
CN(C(=O)COC(=O)CCc1nc2ccccc2c(=O)[nH]1)C1CCS(=O)(=O)C1 (stereo not drawn),-13,17,-6,2.7,4,-10,0.4,2,-30
COC(=O)CSc1nc(C(C)C)nc2ccccc12,3,-20,11,-0.9,1,0,-0.1,3,0
COc1cc(OC)nc(Oc2ccccc2C(=O)Oc2ccc(C)cc2)n1,7,-2,-19,0.6,3,4,0.0,-2,-6
CC(C)(C)c1ccccc1NC(=O)c1c(O)c2cccc3c2n(c1=O)CC3,12,12,.,1.0,1,-2,1.2,-1,1
CN(C)c1nc2c(c(=O)n(C)c(=O)n2C)n1Cc1ccccc1,-3,-13,-13,-0.6,3,3,-0.1,2,7
CC(NCC1COc2ccccc2O1)C1COc2ccccc2O1 (stereo not drawn),.,-2,-13,.,1,2,0.4,0,.
CC1CC(C)CN(C(=O)c2cc3c(=O)n4ccccc4nc3s2)C1 (stereo not drawn),11,3,5,-0.2,-3,25,-0.3,3,6
CCc1cnc2c(c1SCC(=O)N1CCCCC1)c(=O)n(C)c(=O)n2C,0,.,0,.,-1,-4,0.0,-2,.
CCOC(=O)N1CCN(C(=O)c2ccc(CSc3ccc(Cl)cc3)cc2)CC1,-6,.,-20,-1.6,11,-4,-1.4,-3,-13
c1ccc(CNc2ncnc3nc[nH]c23)cc1,-7,0,.,-0.8,2,-6,0.2,-6,-18
COc1ccc(-c2cc(C(=O)N3CCN(c4ncccn4)CC3)c3ccccc3n2)cc1,-9,5,-6,0.3,3,-15,-0.5,-4,11

# Two entries from above in another layout:
canonical_smiles | D2 potentiator | D1 antagonist | RXFP1 antagonist | D2 agonist | D1 agonist | TRHR enhancer | TRHR agonist | D1 potentiator | D2 antag
COc1cc(OC)nc(Oc2ccccc2C(=O)Oc2ccc(C)cc2)n1 | 7 | -2 | -19 | 0.6 | 3 | 4 | 0.0 | -2 | -6
NC(=O)C1CCN(C(=O)c2cccc(S(=O)(=O)N3CCc4ccccc4C3)c2)CC1 | 7 | 2 | -10 | 0.2 | -4 | 1 | -0.3 | -4 | 3

# (continued)
SMILES,D2 potentiator,D1 antagonist,RXFP1 antagonist,D2 agonist,D1 agonist,TRHR enhancer,TRHR agonist,D1 potentiator,D2 antag
CCOC(=O)C1(CC2CCCCO2)CCN(C(=O)Nc2ccc3c(c2)OCO3)CC1 (stereo not drawn),-8,-5,-20,-0.3,2,-2,-2.0,-3,2
CCC1(c2ccc(F)cc2)NC(=O)N(CC(=O)Nc2ccccc2C)C1=O (stereo not drawn),-8,-6,7,2.3,23,3,2.6,-9,-6
N#C/C=C/C(=C\Nc1ccc(Cl)cc1)S(=O)(=O)c1ccccc1,.,7,-28,.,8,4,0.7,7,.
CCOc1ccc(S(=O)(=O)N(CC(=O)NCc2ccccc2OC)c2ccccc2)cc1,-4,-9,.,0.1,10,-6,0.5,0,.
CSCCC(NS(=O)(=O)c1ccc2c(c1)oc(=O)n2C)C(=O)NC1CCC(C)CC1 (stereo not drawn),1,-4,5,0.1,1,-1,-0.2,3,-1
COc1ccc2c(C)cc(N3CCCCCC3)nc2c1,-24,-14,-14,-0.4,4,-3,-0.8,1,-18
COC(=O)c1ccc(Cn2nc(C)c([N+](=O)[O-])c2C)o1,-18,-7,2,-0.1,10,-1,-0.1,2,10
FC(F)(F)c1nnc2c3ccccc3c(Cl)nn12,3,6,-5,0.5,-6,6,0.3,0,-2
COc1ccccc1NC(=O)COc1ccccc1C(=O)Nc1ccccc1,-7,1,-1,0.0,3,0,-1.3,-8,-1
O=C(Nc1nc2ccccc2[nH]1)c1ccc(S(=O)(=O)N2CCOCC2)cc1,15,-12,2,-1.7,4,0,-0.7,-1,14

# An excerpt of these results, with bars between the fields:
Molecule | D2 potentiator | D1 antagonist | RXFP1 antagonist | D2 agonist | D1 agonist | TRHR enhancer | TRHR agonist | D1 potentiator | D2 antag
COc1ccc2c(C)cc(N3CCCCCC3)nc2c1 | -24 | -14 | -14 | -0.4 | 4 | -3 | -0.8 | 1 | -18
COC(=O)c1ccc(Cn2nc(C)c([N+](=O)[O-])c2C)o1 | -18 | -7 | 2 | -0.1 | 10 | -1 | -0.1 | 2 | 10
FC(F)(F)c1nnc2c3ccccc3c(Cl)nn12 | 3 | 6 | -5 | 0.5 | -6 | 6 | 0.3 | 0 | -2
COc1ccccc1NC(=O)COc1ccccc1C(=O)Nc1ccccc1 | -7 | 1 | -1 | 0.0 | 3 | 0 | -1.3 | -8 | -1
O=C(Nc1nc2ccccc2[nH]1)c1ccc(S(=O)(=O)N2CCOCC2)cc1 | 15 | -12 | 2 | -1.7 | 4 | 0 | -0.7 | -1 | 14

# More structures follow:
SMILES,D2 potentiator,D1 antagonist,RXFP1 antagonist,D2 agonist,D1 agonist,TRHR enhancer,TRHR agonist,D1 potentiator,D2 antag
O=S(=O)(c1ccccc1)N(Cc1nc(-c2ccccc2)no1)C1CCCCC1,-2,-21,-3,3.4,6,-2,2.9,7,-4
CCOC(=O)CS(=O)(=O)CC(=O)Nc1ccc([N+](=O)[O-])cc1OC,-4,-10,5,0.8,4,14,-0.1,-2,1
O=C(NNc1nc2cc3c(cc2s1)OCCO3)c1ccccc1,1,-10,-9,5.6,-1,10,0.5,-2,2
O=C(NC1CCCCC1)C(c1ccc2ncccc2c1)N(Cc1ccc(F)cc1)C(=O)c1ccc2c(c1)OCCO2 (stereo not drawn),15,23,17,0.4,5,1,-0.8,-3,-7
CN1CCN(CCP(=O)(c2ccccc2)c2ccccc2)CC1,-2,-4,12,-0.1,4,3,0.6,-16,3
O=C(OCn1nnc2ccccc2c1=O)c1cccnc1Cl,-12,10,-5,-0.2,1,10,-0.7,-4,-8
CCOc1ccc(C)cc1S(=O)(=O)n1ccnc1,6,4,-1,-0.7,4,2,-1.7,-2,0
Cc1nn(C)c(C)c1CCC(=O)N1CCCC(C(=O)c2cccc(OC(C)C)c2)C1 (stereo not drawn),3,1,-7,0.1,4,21,0.0,-6,-10
O=S(=O)(NCc1ccccc1)c1cccc2nonc12,-16,2,5,-0.5,1,-6,-0.3,-4,16
NS(=O)(=O)c1ccc(CNC(=S)NC2CC2)cc1,16,-16,-10,-2.5,6,7,0.0,-3,-29
